DNA FID counter = displaces DNA intercalator in HCV helicase counter-screen. DNA fluorescent intercalator displacement, fluorescence. inhibition, % at 7.9 µM. 290,000 compounds, 0.17% hits. AID 1845; in the data active = inhibition above about 37%;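 also: 0% = vehicle and 100% = reference compound; higher means more ethidium bromide displaced from hairpin DNA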
MEKK2mut PB1 HTS = signal of MEK5 binding to mutant human MEKK2 PB1 domain | bead flow cytometry, Alexa488-MEK5 binding to MEKK2 mutant | percent response, % at 10 µM | 290,000 compounds, 0.35% hits; in the data active = percent response above about 24%, passing the limit was not always enough; also: inactives centre near 1; some results filed as inactive read as strong as hits; reference of the scale not given here
MEKK3 PB1 HTS = raises or lowers MEK5 binding to the human MEKK3 PB1 domain; Q99759; bead-based flow cytometry, Alexa488-MEK5 binding to MEKK3; actives lie on both sides; 0 = blocked by unlabeled MEK5, 100 = vehicle; binding response (% of control), % at 10 µM; 290,000 compounds, 1.4% hits; AID 1529;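 active = binding response more than 3 SD above or below the average of its plate-row segment, actives on both sides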;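 also: Alexa488 bead fluorescence after subtracting the streptavidin-only scavenger bead signal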
GPR7 antagonist = blocks human GPR7 receptor signaling | P48145 | GPR7-expressing cells, fluorescence antagonist assay | inhibition, % at 4.4 µM | 290,000 compounds, 1.1% hits | AID 1861; in the data active = inhibition above about 16%, passing the limit was not always enough;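 also: cells stimulated with the agonist NPW; 0% = agonist with vehicle and 100% = vehicle without agonist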
Target sequence (P48145 whole entry, looked up): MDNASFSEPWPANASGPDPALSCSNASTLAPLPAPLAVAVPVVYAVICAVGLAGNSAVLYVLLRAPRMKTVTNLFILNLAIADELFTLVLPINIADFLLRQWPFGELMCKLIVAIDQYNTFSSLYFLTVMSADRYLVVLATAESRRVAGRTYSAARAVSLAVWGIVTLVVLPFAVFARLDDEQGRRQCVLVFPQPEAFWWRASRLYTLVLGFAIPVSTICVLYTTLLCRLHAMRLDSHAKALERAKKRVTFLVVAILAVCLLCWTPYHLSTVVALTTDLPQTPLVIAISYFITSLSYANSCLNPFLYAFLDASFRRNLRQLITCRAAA
MEKK2 WT-MEK5 = raises or lowers MEK5 binding to wildtype human MEKK2 PB1 domain. bead flow cytometry, Alexa488-MEK5 binding to MEKK2 WT; actives lie on both sides. 290,000 compounds, 1.1% hits. binding response (% of control), % at 10 µM; in the data active = binding response below about 67% or above about 130%
NALP1 yeast inh = NALP1 inhibition; S. cerevisiae NALP1/ASC/caspase-1 growth, X-gal OD620, 72 h; inhibition, % at 10 µM; 280,000 compounds, 0.61% hits; AID 2071; in the data active = inhibition mostly above about 24%, no sharp cut-off; inactive = mostly below about 32%; also: some compounds called inactive have numbers as strong as hits
M18AAP inhibitor = PfM18AAP enzyme inhibition. recombinant PfM18AAP, H-Glu-NHMec fluorogenic cleavage. inhibition, % at 7.35 µM. 290,000 compounds, 1.2% hits. AID 1822;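 active = inhibition above the campaign mean inhibition over all tested compounds plus 3 SD, cut at about 28% in these data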;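 also: 0% = plate median of test compound wells and 100% = 2 mM ZnCl2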
PHOSPHO1 inh = PHOSPHO1 (human) inhibition | inhibition, % at 13.3 µM | recombinant PHOSPHO1, absorbance phosphatase assay | Q8TCT1 | 290,000 compounds, 1.1% hits; in the data active = inhibition above about 60%
OXTR ag = activates the human oxytocin receptor; 320,000 compounds, 0.32% hits; CHO-OTR cells, Fluo-8 calcium fluorescence; normalized: DMSO 0%, oxytocin 100%; P30559; activation, % at 3 µM;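 active = activation above the mean of all tested compounds plus 3 SD, cutoff set per screening run, cut at about 20% in these data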;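 also: peak over basal fluorescence ratio from a 100 s FLIPR kinetic read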
Target sequence (P30559 whole entry, looked up): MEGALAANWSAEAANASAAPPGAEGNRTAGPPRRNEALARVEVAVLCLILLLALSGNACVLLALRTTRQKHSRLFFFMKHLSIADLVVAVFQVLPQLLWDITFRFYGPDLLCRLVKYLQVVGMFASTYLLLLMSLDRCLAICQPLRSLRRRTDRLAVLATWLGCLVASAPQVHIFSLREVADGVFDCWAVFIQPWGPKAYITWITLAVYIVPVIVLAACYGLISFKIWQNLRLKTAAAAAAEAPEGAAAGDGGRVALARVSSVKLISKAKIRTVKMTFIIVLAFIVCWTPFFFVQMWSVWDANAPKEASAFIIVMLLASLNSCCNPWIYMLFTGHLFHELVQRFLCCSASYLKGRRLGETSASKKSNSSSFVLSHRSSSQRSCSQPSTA
Active calls of the source: *; . = no result given.

Every second line gives: DNA FID counter, MEKK2mut PB1 HTS, MEKK3 PB1 HTS, GPR7 antagonist, MEKK2 WT-MEK5, NALP1 yeast inh, M18AAP inhibitor, PHOSPHO1 inh, OXTR ag
#1 Cn1c(Nc2ccccc2)cc(=O)n(C)c1=O
→ -2, -2, 98, 20, 97, 31, -10, 46, 0.4
#2 COc1cccc(-c2noc(-c3cccnc3)n2)c1
→ -7, 3, 101, -12, 100, 19, 3, 10, -0.1
#3 NC(=O)c1ccc(NC(=O)CCNC(=O)c2ccco2)cc1
→ -4, 0, 100, -8, 98, ., -1, -30, 0.5
#4 O=c1c2ccccc2nc2n1C(CSc1ccc(Cl)cc1)CN2 (stereo unspecified)
→ -1, 8, 101, -8, 103, 33, 4, 27, 26*
#5 C/C(=N/NC(=O)CN1CCN(Cc2ccccc2Cl)CC1)c1cccs1
→ -12, -2, 99, -15, 101, -14, 6, 24, -0.3
#6 N#Cc1nc(-c2cccs2)oc1NCc1ccccc1Cl
→ 3, ., ., -1, ., -6, -4, 3, -0.8
#7 CCOC(=O)c1cc(NC(=O)Nc2ccc(OC)c(OC)c2)c(C)nc1C
→ -16, 1, 94, -7, 96, 12, 3, -14, -1.0
#8 Oc1ccc(C(=S)N2CCN(c3cccc(Cl)c3)CC2)cc1
→ -3, 0, 103, 1, 97, -1, 21, -40, -0.2
#9 CCN1CCN(c2nc(Nc3ccccc3F)nc(N)c2[N+](=O)[O-])CC1
→ 2, -23, 84, -7, 83, ., 1, 33, 2.0
#10 COCC(C)NCc1cc(Br)ccc1OC (stereo unspecified)
→ 6, 9, 101, -10, 101, 11, 1, 30, -0.6
#11 Cc1cc(NC(=O)CSc2ccc3nnc(CCNC(=O)c4ccccc4)n3n2)no1
→ -3, 1, 102, -7, 101, 13, 2, -14, -0.6
#12 Cc1cc(NC(=O)CCCSc2nc(-c3ccco3)cc(C(F)(F)F)n2)no1
→ -1, -13, 92, -8, 95, 16, 0, 2, -0.7
#13 COCC(=O)Nc1ccc(S(=O)(=O)NCCc2ccccc2)cc1
→ -8, -5, 96, 0, 92, 13, -2, 39, 5.9
#14 Cc1cc(C)n2cc(CSc3nnnn3C)nc2n1
→ 7, 4, 103, -9, 103, -4, -1, 7, 0.2
#15 C/C(CC(=O)NCc1ccccc1)=N\NC(N)=S
→ -4, 2, 103, -5, 103, -13, 15, 4, -0.4
#16 Cc1cccc(/C=C/c2onc(C)c2S(=O)(=O)N2CCC(C(=O)N3CCC(C)CC3)CC2)c1
→ -26, -5, 98, 1, 95, 31, -5, 18, -1.0
#17 O=C(NC(=S)Nc1ccc2c(c1)OCCO2)c1cccc(Br)c1
→ -12, -1, 103, -8, 101, 14, -3, -7, 3.8
#18 COC(=O)c1ccc(COC(=O)CNC(=O)c2ccc(-c3ccccc3)cc2)cc1
→ -10, -1, 106, -7, 99, 40, 1, 15, 0.6
#19 CCc1ccc(NC(=O)C2C3C=CC(C4CC34)C2C(=O)O)cc1 (stereo unspecified)
→ -7, 6, 104, -13, 98, -38, 0, 18, -0.8
#20 Cc1ccc(O)c(NC(=O)c2cc(C)no2)c1
→ -4, -1, 100, 17, 101, -2, -7, -4, 1.8
#21 CCOC(=O)C1CCN(C(=O)C(C)c2ccc([N+](=O)[O-])cc2)CC1 (stereo unspecified)
→ -8, 0, 103, -8, 103, 35, 5, 28, 1.2
#22 COc1ccc(N2C(=O)CC(NCC#N)C2=O)cc1 (stereo unspecified)
→ -2, 4, 92, -17, 103, 7, -3, 34, 1.5
#23 COc1ccc(COCC(O)CN(Cc2ccccc2)C(C)C)cc1OC (stereo unspecified)
→ 3, 3, 107, -7, 100, -4, 1, -20, 0.6
#24 CC1CN(CCCCOc2cccc(Oc3ccccc3)c2)CC(C)O1 (stereo unspecified)
→ 7, 3, 95, -11, 108, -12, -1, 17, -0.7
#25 COc1cccc(CN2CCN(C(=S)NCc3ccc(Cl)cc3)CC2)c1
→ -8, 0, 100, 11, 103, 7, -1, 32, 9.1
#26 Oc1cccc(C(O)CNCc2ccc(-c3ccccc3)cc2)c1 (stereo unspecified)
→ 7, 2, 105, 10, 128, 14, -1, 48, 16
#27 COc1ccc(NC(=O)c2cccc3ccccc23)cc1
→ -4, 3, 103, 4, 101, 6, -10, -1, -0.7
#28 CCOc1ccc(C(C(=O)NC(C)(C)C)N(CCOC)C(=O)CCC(=O)Nc2nccs2)cc1 (stereo unspecified)
→ -34, 2, 101, -1, 104, 18, -1, -2, -0.9
#29 Cc1ccc(-c2cc(-c3ccccc3)no2)c(O)c1
→ 4, 13, 100, 3, 108, 27, 13, -11, 0.5
#30 Cc1ccc(C)c(NS(=O)(=O)c2ccc3[nH]c(=O)oc3c2)c1
→ -2, 12, 111, -2, 109, 17, -1, 16, 3.0
#31 Cc1ccc2nc(C)c(C(=O)NN=C3CCN(C)CC3)n2c1
→ -6, 3, 102, -10, 104, -13, 3, -10, 1.1
#32 COc1ccc(NC(=O)Nc2ccc3nccnc3c2)cc1
→ -1, 0, 95, 8, 96, 7, 5, 11, 1.8
#33 COC(=O)c1ccc(C(C(=O)NC2CCCCC2)N(CCc2ccccc2)C(=O)Cc2cccs2)cc1 (stereo unspecified)
→ 1, -2, 100, -10, 98, -20, 3, 7, -0.5
#34 CCn1c(SCC(=O)Nc2ccc(S(N)(=O)=O)cc2)nnc1-c1cccc(OC)c1
→ -12, 2, 102, -9, 102, 0, 3, 35, -0.5
#35 O=[N+]([O-])c1ccc(O)c(C=Nc2ccc3nc(-c4ccccc4)[nH]c3c2)c1
→ 4, -3, 93, -10, 93, 22, 10, -10, 2.7
#36 Cc1ccc(S(=O)(=O)c2ccc(Oc3cccc(C)c3)cc2)cc1
→ -6, 3, 100, 2, 99, 8, -3, 41, 0.7
#37 O=C(CCC1CCCCC1)NCc1ccc(F)cc1
→ -7, -2, 97, 2, 94, 4, 4, -16, -2.4
#38 Cc1ccc(NS(=O)(=O)c2cccc(C(=O)n3ncc(C#N)c3N)c2)c(C)c1
→ -3, -1, 99, -2, 91, -13, 1, 3, -0.1
#39 C=CCOc1ccc(CNc2ccc3[nH]c(=O)[nH]c3c2)cc1
→ -2, -10, 96, 19, 89, 3, -67, 8, 3.6
#40 Cc1cc2cc(C=O)c(Cl)nc2cc1C
→ 7, -3, 98, -6, 92, 3, 1, -5, 4.3

Ordered by length of the SMILES (ascending): some entries from above
Every second line gives: DNA FID counter, MEKK2mut PB1 HTS, MEKK3 PB1 HTS, GPR7 antagonist, MEKK2 WT-MEK5, NALP1 yeast inh, M18AAP inhibitor, PHOSPHO1 inh, OXTR ag
#29 Cc1ccc(-c2cc(-c3ccccc3)no2)c(O)c1
→ 4, 13, 100, 3, 108, 27, 13, -11, 0.5
#24 CC1CN(CCCCOc2cccc(Oc3ccccc3)c2)CC(C)O1 (stereo unspecified)
→ 7, 3, 95, -11, 108, -12, -1, 17, -0.7
#30 Cc1ccc(C)c(NS(=O)(=O)c2ccc3[nH]c(=O)oc3c2)c1
→ -2, 12, 111, -2, 109, 17, -1, 16, 3.0
#38 Cc1ccc(NS(=O)(=O)c2cccc(C(=O)n3ncc(C#N)c3N)c2)c(C)c1
→ -3, -1, 99, -2, 91, -13, 1, 3, -0.1
#35 O=[N+]([O-])c1ccc(O)c(C=Nc2ccc3nc(-c4ccccc4)[nH]c3c2)c1
→ 4, -3, 93, -10, 93, 22, 10, -10, 2.7

By substructure: the compounds so far with a cyano group (3)
Every second line gives: DNA FID counter, MEKK2mut PB1 HTS, MEKK3 PB1 HTS, GPR7 antagonist, MEKK2 WT-MEK5, NALP1 yeast inh, M18AAP inhibitor, PHOSPHO1 inh, OXTR ag
#6 N#Cc1nc(-c2cccs2)oc1NCc1ccccc1Cl
→ 3, ., ., -1, ., -6, -4, 3, -0.8
#22 COc1ccc(N2C(=O)CC(NCC#N)C2=O)cc1 (stereo unspecified)
→ -2, 4, 92, -17, 103, 7, -3, 34, 1.5
#38 Cc1ccc(NS(=O)(=O)c2cccc(C(=O)n3ncc(C#N)c3N)c2)c(C)c1
→ -3, -1, 99, -2, 91, -13, 1, 3, -0.1

Other structures follow:
Every second line gives: DNA FID counter, MEKK2mut PB1 HTS, MEKK3 PB1 HTS, GPR7 antagonist, MEKK2 WT-MEK5, NALP1 yeast inh, M18AAP inhibitor, PHOSPHO1 inh, OXTR ag
#41 CC(=O)Nc1ccc(C(=O)N(C)C(C(=O)Nc2ccc(C)cc2)c2ccccn2)cc1 (stereo unspecified)
→ -16, -2, 96, -6, 98, 18, -1, 7, -0.9
#42 CC(=O)C(c1ccccc1)C(c1ccccc1)C(C)[N+](=O)[O-] (stereo unspecified)
→ -4, 5, 101, -4, 103, -14, -1, -13, -2.3
#43 CCN1CCN(C(=O)c2ccc(OCC(=O)Nc3ccc(F)cc3)c(OC)c2)CC1
→ 9, -7, 98, 4, 91, 15, 0, -4, 0.7
#44 CCc1ccc(N(C(=O)c2csnn2)C(C(=O)NC(C)(C)C)c2ccccn2)cc1 (stereo unspecified)
→ -26, -6, 99, -9, 93, -14, -2, 32, 0.0
#45 C=CCOC(=O)C1=C(C)NC(C)=C(C(=O)OCC=C)C1/C=C/c1ccccc1
→ -20, 5, 115, -22, 107, 5, 5, -17, -2.1
#46 COc1cccc(-c2cc(C(=O)N/N=C/c3ccco3)c3ccccc3n2)c1
→ -26, 7, 104, -28, 104, 9, 7, 43, -0.3
#47 Cn1nccc1C(=O)NC1CCCc2c1cnn2-c1ccc(C(C)(C)C)cc1 (stereo unspecified)
→ -45, 6, 106, 13, 103, 1, -1, -16, 5.2
#48 N#C/C(=C\c1cccc(OC(=O)c2cccs2)c1)C(N)=O
→ -3, -1, 101, -1, 101, 40, 4, -17, -1.2
